ABHD5-PLIN5 inh: ABHD5-PLIN5 interaction inhibitors, primary screen, cell lysate, split luciferase complementation, luminescence; Perilipin-5 (Homo sapiens) + 1-acylglycerol-3-phosphate O-acyltransferase ABHD5 (Homo …; Split G. princeps luciferase complementation, 4 h; inhibition, % at 4 µM; actives 0.78% (n = 360,000);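 active = inhibition above the mean inhibition across every tested compound plus 3 SD, cut at about 22% in these data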;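 also: 0% = DMSO only wells and the 100% control is not disclosed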
MC4R barr agon: MC4R agonists recruiting beta-arrestin, primary screen, cell-based, luminescence, agonist arm of biased-ligand search; activation, % at 8.9 µM; U2OS MC4R beta-arrestin complementation; percent of melanotan II response, DMSO zero; AID 540308, 2011; actives 0.98% (n = 360,000); Melanocortin receptor 4 (Homo sapiens), P32245;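 active = activation above a per-plate cutoff, the mean activation of sample wells on that plate plus 3 SD, cut at about 8% in these data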
aDG glyco act: activators of alpha-DG glycosylation, primary screen, uHTS, Pro5-aDG cells, AlphaScreen | alpha-DG glycosylation AlphaScreen (IIH6); 0% Pro5, 100% B10-LARGE cell signal | activation, % at 10 µM | actives 0.22% (n = 360,000);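 active = activation of at least 8% versus controls, or a plate z-score of at least 8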;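 also: Pro5 are CHO cells carrying HIG-tagged alpha-DG that lacks glycosylation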
iPSC survival up: enhancers of single-cell hiPSC survival, primary screen, ATPlite luminescence; 100% = ROCK inhibitor wells, 0% = DMSO; survival enhancement, % at 20 µM; actives 0.044% (n = 360,000); in the data active = survival enhancement above about 18%;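 also: cells exposed to compounds for 16 hours before the ATP read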
m5-HT2A agonist: mouse Htr2a agonists via beta-arrestin recruitment, primary screen, cell-based, luminescence. CHO-K1 mHTR2A beta-arrestin complementation; percent of 30 µM serotonin response. actives 0.66% (n = 360,000). activation, % at 7.6 µM;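 active = activation above a run cutoff, the mean activation of all tested compounds plus 3 SD, cut at about 14% in these data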;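 also: 0% = plate median of compound wells and 100% = 30 µM serotonin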
ABCB6 inh 2: ABCB6 transporter inhibitors, primary screen, K562-ABCB6 cells, flow cytometry, MLPCN library; ATP-binding cassette sub-family B member 6 (Homo sapiens), Q9NP58; K562-ABCB6 porphyrin accumulation, 1 h; stronger effect = lower value; fluorescence ratio to DMSO, % at 10 µM; actives 0.19% (n = 360,000);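 active = fluorescence ratio to DMSO below 75%, the collection mean minus 3 SD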;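 also: signal is porphyrin accumulated inside mitochondria; 100% equals median channel fluorescence of DMSO control wells; lower ratio means ABCB6 inhibition with less porphyrin fluorescence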
Target sequence (Q9NP58 whole entry, looked up): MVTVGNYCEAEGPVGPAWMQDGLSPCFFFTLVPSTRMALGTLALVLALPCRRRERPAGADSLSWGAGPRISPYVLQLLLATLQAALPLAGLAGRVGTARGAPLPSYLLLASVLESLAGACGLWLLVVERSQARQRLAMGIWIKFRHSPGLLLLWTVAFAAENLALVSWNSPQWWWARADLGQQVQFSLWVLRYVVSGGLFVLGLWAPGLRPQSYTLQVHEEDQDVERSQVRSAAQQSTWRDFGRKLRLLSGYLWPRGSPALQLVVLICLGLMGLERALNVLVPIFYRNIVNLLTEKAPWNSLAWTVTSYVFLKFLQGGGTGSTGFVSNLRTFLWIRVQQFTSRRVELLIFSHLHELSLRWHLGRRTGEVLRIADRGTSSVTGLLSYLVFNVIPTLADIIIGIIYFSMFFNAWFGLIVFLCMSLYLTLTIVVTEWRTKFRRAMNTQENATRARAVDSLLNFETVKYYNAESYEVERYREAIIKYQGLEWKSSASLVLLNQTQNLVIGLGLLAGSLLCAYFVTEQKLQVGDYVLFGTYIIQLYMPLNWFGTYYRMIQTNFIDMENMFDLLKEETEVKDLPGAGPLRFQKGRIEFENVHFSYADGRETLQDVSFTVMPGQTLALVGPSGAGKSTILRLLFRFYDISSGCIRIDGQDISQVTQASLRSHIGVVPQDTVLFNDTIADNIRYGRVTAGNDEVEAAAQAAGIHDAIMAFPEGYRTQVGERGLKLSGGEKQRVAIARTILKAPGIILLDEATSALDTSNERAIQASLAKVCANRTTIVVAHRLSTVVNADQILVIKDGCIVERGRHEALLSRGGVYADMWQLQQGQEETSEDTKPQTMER
MC4R antagonist: MC4R antagonists of cAMP signaling, primary screen, cell-based, TR-FRET, antagonist arm of biased-ligand search; AID 540295, 2011; inhibition, % at 6.5 µM; MC4R-expressing cells, MTII-stimulated cAMP, LANCE TR-FRET; Melanocortin receptor 4 (Homo sapiens), P32245; actives 0.48% (n = 360,000);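 active = inhibition above its plate's cutoff, the mean of tested wells on that plate plus 3 SD, cut at about 29% in these data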;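 also: 0% = Melanotan II alone and 100% = Melanotan II plus saturating MCL0020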
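Assay system: U2OS-MC4R stable cell line; Also added: Melanotan II; Technique: Eu-cAMP/anti-cAMP TR-FRET, emission 671 nm; Times: 30-min compound, 1-h challenge, 1-h detection, room temperature.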
Exocytosis inh: LAMP-1 surface exposure blockers, TALL-104 cells – cell-based, flow cytometry, MLPCN library, primary screen; TALL-104 LAMP-1 surface exposure; cells stimulated with thapsigargin and PMA; inhibition, % at 10 µM; actives 0.66% (n = 360,000);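 active = inhibition above about 55%, limit read from the data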
N-glyco inh: increase of ERlucT glycosylation luciferase signal, primary screen, N-linked glycosylation inhibitor project, D54 ERlucT cells, luminescence, set 2; D54 ERlucT glycosylation luciferase reporter, 24 h; percent of 100 nM tunicamycin response; reporter increase, % at 12.5 µM; actives 0.23% (n = 360,000); AID 588692, 2011;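 active = mean luciferase reporter signal, scaled so untreated is 0 and the glycosylation-blocking control 100, at or above a set limit in every replicate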;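 also: luciferase carries N-glycosylation sites so blocking glycosylation raises the light; 0% = median of neutral control wells and 100% = median of 100 nM tunicamycin wells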
Cardio protect: cardioprotection against H2O2-induced cell death, primary screen, uHTS, H9c2 cells, ATPLite luminescence | actives 0.63% (n = 360,000) | protection from H2O2 cell death, % at 20 µM | H9c2 cardiomyocytes, H2O2 injury protection, 2 h;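 active = compounds giving at least 50% protection of heart cells from peroxide-induced death in the single-dose screen, raw or plate-pattern-corrected value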;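 also: 0% = DMSO wells with peroxide and 100% = DMSO wells without peroxide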
An asterisk follows results filed as active; . = no result given.

Structure | ABHD5-PLIN5 inh | MC4R barr agon | aDG glyco act | iPSC survival up | m5-HT2A agonist | ABCB6 inh 2 | MC4R antagonist | Exocytosis inh | N-glyco inh | Cardio protect
Cc1ccccc1N1CCN(S(=O)(=O)c2nnc(NC(=O)CC(C)C)s2)CC1 | -14 | 13* | -0.2 | -1.5 | -1 | 101 | -1 | 3 | 1 | -11
Cn1c(=O)c2c(nc(SCCN3CCCCC3)n2Cc2ccc(Cl)cc2)n(C)c1=O | 8 | 0.5 | 1.9 | -1.3 | 0 | 89 | 4 | 5 | 2 | 34
CC(NC(=O)CSc1nc2ccccc2c(=O)n1CCCO)c1ccccc1 (stereo not drawn) | 0 | 0.0 | -0.1 | -0.8 | -6 | 100 | 19 | 2 | 8 | 5
COC(=O)[C@@H](NC(=O)NCc1ccc(F)cc1)C(C)C | 3 | -2.4 | 0.0 | 4.3 | 5 | 95 | 1 | 0 | 2 | 0
CCOC(=O)c1ccc(NC(=O)Nc2cc(C)on2)cc1 | 2 | 11* | 0.0 | 5.5 | -2 | 75 | 1 | 1 | 1 | -6
COc1ccccc1/C=N/n1c(N)c(C(=O)NC2CCCCC2)c2nc3ccccc3nc21 | -3 | 0.1 | 0.7 | -0.8 | -3 | 100 | 5 | -3 | 1 | 5
COc1ccc(-c2c(C(=O)O)c(C(=O)O)c3n2CCC3)cc1 | -1 | -1.9 | -0.1 | -0.2 | -4 | 101 | 7 | 3 | 1 | -2
CCC1(C)Nc2ccccc2C(=O)N1O (stereo not drawn) | -2 | 0.0 | -0.3 | 1.7 | 0 | 99 | -1 | 0 | 3 | 4
CC1C(=O)CCC1(C(=O)O)c1ccccc1 (stereo not drawn) | 7 | -0.3 | -0.2 | 0.9 | 5 | 99 | -3 | 1 | 2 | 0
O=C(OCCCc1cc2ccccc2c(=O)o1)c1ccco1 | 6 | -0.1 | -0.1 | -0.2 | -1 | 97 | -3 | 4 | 3 | -1
CSCCC(NC(=O)COc1ccccc1)C(=O)N1CCN(c2ccccc2O)CC1 (stereo not drawn) | 3 | -2.4 | -0.2 | -0.2 | -2 | 99 | 6 | -2 | -1 | 0
Cc1nnc(SCC2=C(C(=O)O)N3C(=O)C(NC(=O)Cn4cnnn4)C3SC2)s1 (stereo not drawn) | -2 | -0.1 | 0.0 | 1.3 | -3 | 92 | 6 | 3 | 1 | 1
CCOC(=O)c1c(NC(=O)c2ccco2)sc2c1CCCCC2 | -5 | -2.5 | 0.2 | -1.6 | 0 | 95 | 19 | 0 | -1 | -12
Cc1onc(-c2ccccc2Cl)c1C(=O)N(C)CC(=O)Nc1ccc(F)c(F)c1F | -10 | -1.1 | 0.1 | -0.2 | 1 | 95 | 1 | 0 | -2 | 4
O=C(O)c1ccccc1C(=O)N1CCN(c2ccccc2)CC1 | -5 | 0.4 | -0.1 | 3.2 | 6 | 96 | 26 | 0 | 0 | 11
Cc1nc(-c2cccc(S(=O)(=O)N3CCOCC3)c2)cs1 | -16 | -0.5 | -0.1 | 0.3 | 0 | 96 | -1 | -2 | 1 | 5
O=C1CSC(c2ccc([N+](=O)[O-])cc2)N1c1ccc(O)cc1 (stereo not drawn) | -4 | -0.1 | -0.1 | -0.6 | 6 | 96 | 5 | -3 | 0 | -2
Cc1ccc(C)c(-c2nnc(NC(=O)C3=COCCO3)o2)c1 | -7 | -1.7 | 0.3 | 0.7 | -7 | 103 | 13 | 0 | -2 | 5
CCc1ccc2[nH]c3nc(C)cc(C)c3c(=O)c2c1 | 0 | -0.6 | 0.5 | 1.4 | 3 | 92 | -12 | -8 | 8 | -6
Cc1nnc(SC(C)C(=O)Nc2ccc3ccccc3c2)[nH]c1=O (stereo not drawn) | -3 | -2.6 | 0.0 | 0.6 | 8 | 79 | 5 | 4 | 2 | -2
COc1ccc([C@H]2CC(=O)C=C(c3ccc(C)cc3)C2)cc1OC | 5 | 1.0 | 0.1 | 7.5 | 7 | 100 | 12 | -3 | 0 | -20
COc1ccccc1N(CC(=O)Nc1ccc(C)cc1Cl)S(=O)(=O)c1cccs1 | 0 | -2.6 | 0.0 | -1.3 | -6 | 97 | 11 | -6 | -2 | -1
CCC(C)[C@H](NC(=O)N1CCCCC1)C(=O)OC (stereo partly drawn) | 0 | -1.1 | -0.1 | 0.1 | 0 | 86 | 8 | -9 | -1 | -3
O=C(NCC1COCCO1)c1ccc2nc(Cc3cccc(Cl)c3)oc2c1 (stereo not drawn) | -1 | -4.5 | 0.1 | 0.6 | -1 | 96 | 6 | 0 | 1 | 1
CCCS(=O)(=O)NC(=O)C1(C)CCN(C(=O)c2ccc(OC)cc2)C1 (stereo not drawn) | -4 | -0.1 | 1.3 | -2.1 | 4 | 94 | -8 | -4 | 8 | 2
Cc1ccc(NC(=O)C2CC(=O)N(C(C)c3ccccc3)C2)cc1 (stereo not drawn) | -6 | 0.5 | 0.4 | -0.6 | -6 | 87 | -1 | -2 | -1 | 6
C1CCN(c2nc3nonc3nc2N2CCCCC2)CC1 | -3 | 0.2 | -0.2 | -2.2 | 2 | 108 | 5 | 0 | -2 | 4
Cc1cc(N)n2nc(-c3ccccc3)c(-c3ccccc3)c2n1 | -6 | -1.9 | 0.1 | -0.2 | -5 | 97 | 12 | 2 | 16 | -5
COC(=O)C(NC(=O)c1ccccc1)=C1CCCCC1 | -3 | -0.7 | -0.1 | 3.8 | 4 | 74* | 1 | -2 | -1 | 1
CCOC(=O)CN1CC23C=CC(O2)C(C(=O)NC2CCCC2)C3C1=O (stereo not drawn) | 4 | -1.1 | -0.1 | 4.2 | -2 | 103 | 3 | 3 | 2 | 11
Cc1nc(C)n(CC(O)COc2ccc3cc(Br)ccc3c2)n1 (stereo not drawn) | 12 | 0.3 | 0.8 | 2.5 | 0 | 90 | -3 | -3 | -2 | -7
Cc1cc2n(n1)C(c1sccc1C)Nc1ccccc1-2 (stereo not drawn) | 1 | -0.4 | 0.2 | 1.0 | 0 | 99 | 10 | -5 | 2 | 0
COc1ccccc1C1C(C(N)=O)=C(C)Nc2nc(-c3ccc(Cl)cc3)nn21 (stereo not drawn) | 7 | 0.1 | 0.0 | 1.4 | 6 | 103 | 6 | -2 | 1 | -7
CCOc1ccc(OCCOCCN2CCOCC2)cc1 | 1 | -2.4 | 0.4 | -1.1 | 2 | 86 | 12 | 0 | -1 | -4
COc1ccc(N2CCN(C(=O)CNC(=O)c3ccccc3Cl)CC2)cc1 | -1 | -2.3 | 0.0 | 0.1 | 9 | 101 | 1 | -3 | 1 | -4
CN1C(=O)[C@H]2[C@@H](/C=C/c3ccccc3)N3C(=O)CN(Cc4ccccc4)C(=O)[C@@]3(C)[C@H]2C1=O | -1 | -0.1 | 0.3 | -0.1 | 5 | 101 | 1 | -6 | 8 | 8
Cc1ccc(-c2cc(C(=O)N/N=C/c3c(C)nn(-c4ccccc4)c3C)[nH]n2)cc1 | -2 | -0.1 | -0.3 | 1.2 | -1 | 89 | -21 | -2 | 16 | 38
CCn1c(C)[n+](CCOC(C)=O)c2cc(Cl)c(Cl)cc21 | 0 | -1.0 | 0.0 | -0.6 | 1 | 100 | 0 | -4 | 4 | 8
Cc1cccc(OCC(O)Cn2c(=N)n(CCN3CCCCC3)c3ccccc32)c1 (stereo not drawn) | 7 | -2.7 | 1.1 | -5.3 | -12 | 95 | 12 | 14 | -1 | -10
Cc1cccc(-n2c(C)cc(C(=S)N3CCOCC3)c2C)c1C | -2 | -3.7 | 0.0 | -0.3 | 1 | 98 | 11 | 0 | 0 | -3
O=C(C[C@@H]1C/C=C\C[C@H](Cc2ccc(F)cc2)C(=O)OCCNC1=O)NCCO | 8 | 1.6 | 0.0 | -1.3 | 7 | 96 | -4 | -3 | 1 | 3
OC(c1cccnc1)c1nc(-c2cccc(F)c2)cs1 (stereo not drawn) | 0 | 0.4 | 0.0 | 0.0 | 1 | 91 | 12 | -4 | 0 | 2
CCN1CCN(c2ccc(S(=O)(=O)N3CCCCC3)cc2NC(=O)c2ccc(C)o2)CC1 | -2 | -2.7 | 0.9 | 0.1 | -3 | 99 | 5 | -2 | -2 | 2
Nc1ccn([C@@H]2O[C@H](C(=O)N3CCSC3)[C@@H](O)[C@H]2O)c(=O)n1 | 2 | . | 0.1 | 2.9 | -3 | 85 | . | -3 | 2 | -2
O=C(N/C(=C\c1ccc(F)cc1)C(=O)N1CCCCCC1)c1ccccc1 | -8 | -0.6 | 0.0 | -0.6 | 4 | 97 | 2 | -1 | 0 | -6
Cc1oc2ccc(OC(=O)COc3c(F)c(F)c(F)c(F)c3F)cc2c1C(=O)OC(C)C | -6 | -0.2 | -0.2 | -0.5 | -4 | 102 | 0 | 1 | -1 | -8
CCOC(=O)[C@@H]1[C@H]2COc3ccc(Br)cc3[C@@H]2N2C(=O)N(c3ccc(F)cc3)C(=O)[C@]12C | 0 | -1.3 | 0.5 | 5.2 | 7 | 102 | 1 | -6 | -2 | -1
Cc1ccc(NC(=O)CCS(=O)(=O)c2cccc3nonc23)c(Br)c1 | -5 | -1.9 | 0.2 | -0.5 | 2 | 91 | 1 | -6 | -1 | -1
Cc1ccc(C(=O)C[n+]2cccc3ccccc32)cc1 | -1 | 1.6 | -0.2 | -1.7 | -6 | 716 | 0 | -3 | 1 | 1
COc1ccc(NC(=S)N(Cc2cccc(Br)c2)CC2CCC(C(=O)O)CC2)cc1 (stereo not drawn) | 2 | -1.7 | -0.3 | -0.1 | 3 | 96 | 4 | -1 | -1 | 1

Source: PubChem
